Screening data as filed in PubChem BioAssay.
ST2 IL33 inh: blocks human ST2 binding to IL-33; Q01638; AlphaLISA ST2-Fc/biotin-IL-33 interaction, 1 h; inhibition, % for hits at 17 µM; actives 2.3% (n = 78,000); AID 1259354; in the data active means inhibition above about 30%; inconclusive means mostly about 10% to 28%
Target sequence (Q01638 whole entry, looked up): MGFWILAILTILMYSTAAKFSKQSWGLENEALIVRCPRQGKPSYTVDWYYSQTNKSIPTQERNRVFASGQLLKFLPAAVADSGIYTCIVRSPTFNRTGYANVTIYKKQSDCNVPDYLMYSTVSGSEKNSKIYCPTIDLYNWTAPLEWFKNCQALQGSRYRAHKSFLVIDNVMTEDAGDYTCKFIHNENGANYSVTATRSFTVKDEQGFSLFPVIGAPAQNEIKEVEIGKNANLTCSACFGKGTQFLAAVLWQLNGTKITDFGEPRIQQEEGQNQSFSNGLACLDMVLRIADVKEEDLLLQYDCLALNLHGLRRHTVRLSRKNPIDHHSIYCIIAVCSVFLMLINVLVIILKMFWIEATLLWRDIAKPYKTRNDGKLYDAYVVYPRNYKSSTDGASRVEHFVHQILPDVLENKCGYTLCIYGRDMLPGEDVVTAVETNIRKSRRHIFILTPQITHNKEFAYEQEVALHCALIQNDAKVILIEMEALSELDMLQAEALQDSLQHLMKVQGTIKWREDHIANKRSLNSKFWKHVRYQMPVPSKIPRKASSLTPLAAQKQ
* marks the source's active call; other numbers are inactive results; i = inactive; ? = inconclusive.

SMILES | ST2 IL33 inh
O=C(CN1C(=O)C2CCCCN2c2ccc(C(=O)N3CCCCC3)cc21)Nc1ccc2c(c1)OCCO2 (stereo unspecified) | i
Cc1cccc(N2CCN(C(=O)c3cc(Cn4ccnc4C(C)C)[nH]n3)CC2)n1 | i
O=C(O)c1ccc2c(c1)C(=O)/C(=C\c1ccc([N+](=O)[O-])o1)C2=O | 91%*
C[n+]1cc[nH]c1SCC(=O)c1ccccc1 | i
Cc1cc(N2C(=O)CC(Cc3ccccc3)C2=O)no1 (stereo unspecified) | i
Cc1cc(=O)[nH]c(SCc2ccc(Cl)cc2Cl)n1 | i
O=C(NCCc1csc(-c2cccnc2)n1)c1cnn2c1CCCC2 | i
Cc1ccc(CNc2cccc(C(=O)N(C)CCC3CCOCC3)c2)cc1 | i
Cc1ccc(CN2CC34C=CC(O3)C(C(=O)NCCc3ccccc3)C4C2=O)cc1 (stereo unspecified) | i
CSc1oc(-c2ccc(C)cc2)nc1S(=O)(=O)c1ccc(C)cc1 | i
COc1cc(-c2cccc(NC(C)=O)c2)cc(OC)c1OC | i
CCC1CCCCN1c1ncnc(N)c1[N+](=O)[O-] (stereo unspecified) | i
COc1cc(C(=O)N(c2ccc(C(C)C)cc2)C2C=CS(=O)(=O)C2)cc(OC)c1OC (stereo unspecified) | i
CCOc1ccc(C(=O)Nc2ccc(NC(C)=O)cc2)cc1Br | i
Cc1nn(C)c(C)c1CCC(=O)N[C@@H]1c2ccccc2C[C@@H]1O | i
COc1cc2c(cc1-c1nccn1Cc1noc(C(C)C)n1)CCC2 | ?
O=S1(=O)CCC(S(=O)(=O)N2CCOCC2)C1 (stereo unspecified) | i
CC1CCC2(CC1)SCC(=O)N2c1cccc(C(F)(F)F)c1 (stereo unspecified) | i
COCCn1c(=O)[nH]c2cc(C(=O)NCCCN3CCCC3=O)ccc2c1=O | i
Cc1[nH]nc(SCC(=O)Nc2ccc(Br)cc2)c1[N+](=O)[O-] | i
COC(=O)CN(C)C(=O)C1CCC(=O)N(CCc2cccc(F)c2)C1 (stereo unspecified) | ?
Nc1c(C(=O)c2ccc(Br)s2)oc2ccccc12 | ?
CN1CCN(Cc2n[nH]c(=O)n2CCc2ccccc2F)CC1 | i
C=C1CN=C(N(C(C)=O)c2ccccn2)S1 | i
COc1ccc(-c2csc(=Nc3ccccc3)n2C)cc1 | 52%*
(listing goes on)
SMILES | ST2 IL33 inh
Cc1nnc(NC(=O)CSc2ccccc2)s1 | ?
Cc1onc(-c2c(Cl)cccc2Cl)c1C(=O)Nc1cc(=O)n(C)c(=O)n1C | ?
Cn1c(NCc2ccccc2Cl)nc2c1c(=O)n(Cc1cccc(Cl)c1)c(=O)n2C | ?
c1cc2c(cc1CN1CCCCCC1)OCO2 | i
Cc1ccc(S(=O)(=O)N2CCN(C(=O)CN3CCCC3)C2)cc1 | i
OC1(c2ccc3ccccc3c2)CCN(Cc2ccccc2)C1 (stereo unspecified) | i
Cc1nnc(N2C(=O)C(O)=C(C(=O)c3cccs3)C2c2cccc([N+](=O)[O-])c2)s1 (stereo unspecified) | i
CCOc1ccc(Br)cc1C1C2=C(CCCC2=O)N(CC(=O)O)C2=C1C(=O)CCC2 | i
CCOC(=O)CSc1nc(C2CC2)cc(-c2ccc(Cl)cc2)c1C#N | i
CCOC(=O)C1=C(C)Nc2nnnn2C1c1ccc(OCc2ccccc2)cc1 (stereo unspecified) | i
Cc1ccc(NC(=O)c2cccc(C(=O)Nc3ccc(C)cc3)c2)cc1 | i
Cc1cc(NC(=O)COc2ccc(Cl)cc2C)no1 | i
Cc1ccc(C(=O)Nc2cc3cccc([N+](=O)[O-])c3oc2=O)cc1C | i
CCSC1=N/C(=C\c2ccc(C(=O)O)cc2)C(=O)S1 | i
Cc1ccc(C(C)C)c(OCCN2CC(C)OC(C)C2)c1 (stereo unspecified) | i
O=C(Nc1ccc(Br)cc1)c1ccccc1 | i
O=C(NCC1CCCN(C(=O)c2ccc3[nH]ccc3c2)C1)c1ccccc1Cl (stereo unspecified) | i
Cc1ccc(S(=O)(=O)NC2CCCC2)cc1C(N)=O | i
O=C(NC1C=CS(=O)(=O)C1)c1cnn2c1CCCC2 (stereo unspecified) | i
CC1CCCN(C(=O)c2cn(C)c(=O)c3c2c2ccccc2n3C)C1 (stereo unspecified) | i
CCN1CCN(c2ncnc3c2cnn3-c2ccc(OC)cc2)CC1 | i
CC(C)CCN1CCNC(=O)C1CC(=O)NC1CCN(c2ccccc2)CC1 (stereo unspecified) | i
CN(CC(O)c1ccccc1)C(=O)c1cn(C(c2ccccc2)c2ccccc2)nn1 (stereo unspecified) | ?
Cc1cc(C)c(OCC(=O)Nc2ccccc2I)c([N+](=O)[O-])c1 | ?
COc1ccc(Nc2cc(C)nc(Nc3ccc(NC(=O)c4cccc(C(F)(F)F)c4)cc3)n2)cc1 | ?
Further structures.
SMILES | ST2 IL33 inh
Cc1ccc(NC(=O)CN2CCN(C(=O)c3ccco3)CC2)cc1 | i
CCOc1ccc2ccccc2c1CN(C)Cc1noc(C)n1 | ?
CN(CC(O)COc1ccc(F)cc1)C1CCCCC1 (stereo unspecified) | i
O[C@@H]1CN(c2ncnc3ccsc23)CC[C@H]1N1CCOCC1 | ?
CCOC(=O)c1[nH]c2ccccc2c1NC(=O)CC(C)C | i
Fc1ccc(-c2nc(-c3ccccc3)c3ccccn23)cc1 | ?
COc1ccc(Cl)cc1NC(=O)CSc1nc2ncccc2[nH]1 | ?
CN(C)c1ncc(CN2CCC(Cn3cc(CO)nn3)CC2)s1 | i
Cc1csc2ncc(C(=O)Nc3ccc(F)c(F)c3)c(=O)n12 | i
CC(=O)N1c2ccccc2C(CSc2nnc(-c3ccccc3)o2)=CC1(C)C | ?
Cc1c(NS(=O)(=O)c2ccc3c(c2)CCN3C(=O)C2CC2)c(=O)n(-c2ccccc2)n1C | ?
CC1(C)CC(=O)c2cc(OCC(=O)N3CCc4ccccc4C3)ccc2O1 | i
COc1cccc(C2C(C(=O)c3ccc(C)o3)=C(O)C(=O)N2CCCN(C)C)c1OC (stereo unspecified) | i
O=C(O)[C@H]1C[C@@H](C(=O)N2CCCC2)CN(C(=O)C2(Cn3cccn3)CC2)C1 | i
CCC(=O)Nc1nc(CC)c(-c2ccc([N+](=O)[O-])o2)s1 | i
CC1=C(C(=O)Nc2nc3ccccc3s2)C(c2ccc([N+](=O)[O-])cc2)C2=C(CCCC2=O)N1 (stereo unspecified) | i
CSCc1ccc(C(=O)Nc2cccc3cccnc23)o1 | ?
CCN(CC)Cc1cc(Cl)c2cccnc2c1O | ?
Cc1nn(C)c(Cl)c1S(=O)(=O)N[C@@H]1C[C@@H](CO)N(C)C1 | ?
Cc1cc2c(c(=O)[nH]1)C(=O)O/C2=C/c1cccc(F)c1 | ?
COc1ccc(C)cc1NC(=O)CSCc1ccccc1C | i
CN(C)CCN(C)Cc1ccc2c(c1)Cc1ccccc1-2 | i
CN(C)CC(=O)Nc1ccc2n(c1=O)C[C@H]1C[C@@H]2CN(C(=O)c2ccc(-c3ccccc3)cc2)C1 | ?
Cc1ccc(CCNC(=O)C(NS(=O)(=O)c2ccc3c(c2)oc(=O)n3C)C(C)C)cc1 (stereo unspecified) | ?
Cc1nnc(Nc2ccc(Br)cc2)[nH]c1=O | i

Four entries from above in another layout.
COc1ccc(Cl)cc1NC(=O)CSc1nc2ncccc2[nH]1
  ST2 IL33 inh = ?

CN(C)CCN(C)Cc1ccc2c(c1)Cc1ccccc1-2
  ST2 IL33 inh = i

O[C@@H]1CN(c2ncnc3ccsc23)CC[C@H]1N1CCOCC1
  ST2 IL33 inh = ?

CCN(CC)Cc1cc(Cl)c2cccnc2c1O
  ST2 IL33 inh = ?

Reprinted at random: two entries already listed, in no set order.
SMILES | ST2 IL33 inh
CSCc1ccc(C(=O)Nc2cccc3cccnc23)o1 | ?
CN(C)CC(=O)Nc1ccc2n(c1=O)C[C@H]1C[C@@H]2CN(C(=O)c2ccc(-c3ccccc3)cc2)C1 | ?

The main list resumes, starting 5 compounds before the break.
SMILES | ST2 IL33 inh
COc1ccc(C)cc1NC(=O)CSCc1ccccc1C | i
CN(C)CCN(C)Cc1ccc2c(c1)Cc1ccccc1-2 | i
CN(C)CC(=O)Nc1ccc2n(c1=O)C[C@H]1C[C@@H]2CN(C(=O)c2ccc(-c3ccccc3)cc2)C1 | ?
Cc1ccc(CCNC(=O)C(NS(=O)(=O)c2ccc3c(c2)oc(=O)n3C)C(C)C)cc1 (stereo unspecified) | ?
Cc1nnc(Nc2ccc(Br)cc2)[nH]c1=O | i
COc1ccc(Cl)cc1C(=O)NCCc1ccc(S(=O)(=O)NC(=O)NC2CCCCC2)cc1 | ?
CN(C)c1ccc(CN2C[C@H](O)C[C@H]2c2nc(-c3ccccn3)no2)cc1 | i
Cc1ccc(C(=O)CSc2nc3c(cc2C#N)CCCC3)cc1 | ?
CCN(CC)C(=O)CCc1nc(-c2ccc(C)cc2)no1 | i
COCCNC(=O)[C@@H](C)[C@@H]1CC[C@@]2(C)CC[C@H](NC(=O)C3CC3)[C@@H](C)[C@@H]2[C@H]1O | i
CSc1nc2c(cc1C#N)CCC2 | i
COc1ccc(CNc2ncnc(N)n2)cc1 | i
COc1ncc(CN(C)Cc2ccc(C)o2)cn1 | ?
COc1nc2ccccc2cc1-c1cnccc1N | i
CC1(C)CC(=O)C=C(Nc2ccccc2N)C1 | i
Cc1nc2c(c(N(C)C)n1)CCN(C(=O)CN1C(=O)NC(=O)C1(C)C)C2 | ?
Cc1ccc(C)c(OCC(=O)Nc2ccccc2C(F)(F)F)c1C | ?
O=C(CN1CCCc2ccccc21)N1CCCc2c1c(=O)oc1ccc(O)cc21 | i
OC1CCN(Cc2ccc(Cl)c(Cl)c2)CC1 | i
O=S1(=O)CCCC(CN2CC(c3cccnc3)C2)C1 (stereo unspecified) | i
O=C(NCc1ccc2c(c1)OCO2)c1ccc(NC(=O)C2CCCO2)cc1 (stereo unspecified) | i
O=c1[nH]nc(Cc2ccccc2)c2ccccc12 | i
Cc1ccc(OCC(=O)Nc2cccc(OCc3cc(=O)n4cc(Cl)ccc4n3)c2)cc1C | i
Cc1cccc(C)c1OCC(O)CN1CCOCC1 (stereo unspecified) | i
Nc1nc(-c2ccccc2)cs1 | i
CCOc1ccc(-c2nc(SCC(=O)NCCC(C)C)n3[nH]c(=O)cc3n2)cc1 | i
Cc1ccccc1C(=O)Nc1ccc(S(=O)(=O)Nc2cccc(Cl)c2C)cc1 | i
Cc1cccc(N(C(=O)c2ccccc2)C2C=CS(=O)(=O)C2)c1 (stereo unspecified) | ?
O[C@@H]1CN(Cc2ccc3c(c2)OCO3)CC[C@H]1c1ccc2c(c1)OCO2 | ?
COc1ccc(Cn2cc(C(=O)N3CCC(CCc4ccccc4)CC3)nn2)cc1 | i
Further records follow:
SMILES | ST2 IL33 inh
O=C(NCc1ccccc1)c1cc(-c2ccc3c(c2)OCO3)on1 | i
O=C(COc1ccc(Br)cc1Cl)NC1CCCC1 | i
CC(c1ccccc1)N1C(=O)CCC1(C)C(=O)NC1CCCCCCC1 (stereo unspecified) | i
Fc1ccccc1CC1CCN(Cc2ccccn2)CC1 | ?
CCOc1ccc(NCC(=O)c2ccc(Br)cc2)cc1 | i
O=C(Nc1nnc(-c2ccccc2Cl)s1)c1ccccc1F | ?
Cc1nc(CNc2ccc(-c3nccn3C)nn2)nc2c1CCCC2 | i
Cc1cccn2c(CC(=O)N(Cc3cnn(C)c3)C3CC3)cnc12 | i
COc1ccc(C(=O)N2CCN(c3ccccc3OC)CC2)cc1OC | i
CCc1ocnc1C(=O)N1CCn2nc(C(=O)OC)cc2C1 | ?
Cc1c(O)cccc1C(=O)NCC1CCN(CCC(F)(F)F)CC1 | i
Cc1nnsc1CNC(=O)CCNC(=O)c1ccccc1F | ?
O=C(C1CC1)N1CCc2cc(S(=O)(=O)NC3CCCCCC3)ccc21 | ?
O=C(NCc1ccc2c(c1)OCO2)C1C2C=CC3(CN(Cc4ccccc4Cl)C(=O)C13)O2 (stereo unspecified) | i
CC(C)(C)c1csc(NC(=O)c2cccc(F)c2)n1 | ?
COc1ccc2cc(C(=O)Nc3ccccc3)c(=Nc3cccc(F)c3)oc2c1 | i
Cc1oc2ccc(NS(=O)(=O)c3ccc(Br)cc3)cc2c1C(=O)O | i
Cc1cc(CN2CCC(CNC(=O)c3nccc4ccccc34)C2)n[nH]1 (stereo unspecified) | i
CSCCC(NS(=O)(=O)c1ccc2ccccc2c1)C(=O)O (stereo unspecified) | ?
Cc1cc(C)c(OCCOCCN2CCNCC2)c(C)c1 | i
COc1ccc(N2CC(NC(=O)CCCc3ccccc3)CC2=O)cc1 (stereo unspecified) | i
O=S(=O)(Cc1noc([C@@H]2C[C@@H](O)CN2Cc2cccnc2)n1)c1ccc(F)cc1 | i
CC(=O)N(C)c1ccc(NC(=O)CCCc2ccccc2)cc1 | i
CN(C)CCNC(=O)C[C@@H]1CCNC[C@@H]1Cc1cc(CC2CCCCC2)on1 | i
COCCC(=O)N1C[C@H]2OC(=O)N(Cc3ccc(OC)c(OC)c3)[C@H]2C1 | i

The final 2 entries of the section above lead into the next:
SMILES | ST2 IL33 inh
CN(C)CCNC(=O)C[C@@H]1CCNC[C@@H]1Cc1cc(CC2CCCCC2)on1 | i
COCCC(=O)N1C[C@H]2OC(=O)N(Cc3ccc(OC)c(OC)c3)[C@H]2C1 | i
C1CCC(c2nc3c(c(NC4CC4)n2)CNC3)C1 | ?
O=C(C1=C(O)C(=O)N(CCCn2ccnc2)C1c1ccncc1)c1ccco1 (stereo unspecified) | i
CCOCCCNC(=O)C1c2c(n(C)c3ccccc23)SCC(=O)N1C1CC1 (stereo unspecified) | i
COc1ccc(C(=O)Nc2sc3c(c2C(N)=O)CCCC3)cc1[N+](=O)[O-] | 31%*
COc1cc(/C=C2/NC(=O)NC2=O)c(Br)cc1OCc1ccccc1 | ?
N#CSC(CS(=O)(=O)c1ccc([N+](=O)[O-])cc1)c1ccccc1 (stereo unspecified) | ?
C=CCNc1nnc(-c2ccc(Cl)cc2)s1 | ?
CC(C)(C)NS(=O)(=O)c1cccc2cccnc12 | i
COCCNc1ncnc2c1cnn2-c1ccc(Cl)cc1 | i
COc1ccc(C(=O)Nc2cccc(NC(=O)c3cccs3)c2)cc1 | i
CC(C)Cn1cc(C(=O)NCC2C3CC4CC(C3)CC2C4)c(=O)c(C(=O)N2CCCCCC2)c1 (stereo unspecified) | ?

Only part of the results is shown; the hit share may differ from the screen's.
